Screening data deposited in PubChem by several laboratories.
PERK inh: blocks human PERK kinase. Q9NZJ5. CHO PERK-DD fusion, SEAP luminescence translation reporter. inhibition, % at 5.6 µM. 220,000 compounds, 0.17% hits. AID 1416;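 active = inhibition above the mean inhibition of all tested compounds plus 3 SD, set separately per screening campaign, cut at about 2.9% in these data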;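 note: PERK kinase domain activated by AP20187 dimerizer at 100 nM; 0% = DMSO with dimerizer and 100% = rapamycin at 8.4 µM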
Target sequence (Q9NZJ5 whole entry, looked up, the tested form may be a part): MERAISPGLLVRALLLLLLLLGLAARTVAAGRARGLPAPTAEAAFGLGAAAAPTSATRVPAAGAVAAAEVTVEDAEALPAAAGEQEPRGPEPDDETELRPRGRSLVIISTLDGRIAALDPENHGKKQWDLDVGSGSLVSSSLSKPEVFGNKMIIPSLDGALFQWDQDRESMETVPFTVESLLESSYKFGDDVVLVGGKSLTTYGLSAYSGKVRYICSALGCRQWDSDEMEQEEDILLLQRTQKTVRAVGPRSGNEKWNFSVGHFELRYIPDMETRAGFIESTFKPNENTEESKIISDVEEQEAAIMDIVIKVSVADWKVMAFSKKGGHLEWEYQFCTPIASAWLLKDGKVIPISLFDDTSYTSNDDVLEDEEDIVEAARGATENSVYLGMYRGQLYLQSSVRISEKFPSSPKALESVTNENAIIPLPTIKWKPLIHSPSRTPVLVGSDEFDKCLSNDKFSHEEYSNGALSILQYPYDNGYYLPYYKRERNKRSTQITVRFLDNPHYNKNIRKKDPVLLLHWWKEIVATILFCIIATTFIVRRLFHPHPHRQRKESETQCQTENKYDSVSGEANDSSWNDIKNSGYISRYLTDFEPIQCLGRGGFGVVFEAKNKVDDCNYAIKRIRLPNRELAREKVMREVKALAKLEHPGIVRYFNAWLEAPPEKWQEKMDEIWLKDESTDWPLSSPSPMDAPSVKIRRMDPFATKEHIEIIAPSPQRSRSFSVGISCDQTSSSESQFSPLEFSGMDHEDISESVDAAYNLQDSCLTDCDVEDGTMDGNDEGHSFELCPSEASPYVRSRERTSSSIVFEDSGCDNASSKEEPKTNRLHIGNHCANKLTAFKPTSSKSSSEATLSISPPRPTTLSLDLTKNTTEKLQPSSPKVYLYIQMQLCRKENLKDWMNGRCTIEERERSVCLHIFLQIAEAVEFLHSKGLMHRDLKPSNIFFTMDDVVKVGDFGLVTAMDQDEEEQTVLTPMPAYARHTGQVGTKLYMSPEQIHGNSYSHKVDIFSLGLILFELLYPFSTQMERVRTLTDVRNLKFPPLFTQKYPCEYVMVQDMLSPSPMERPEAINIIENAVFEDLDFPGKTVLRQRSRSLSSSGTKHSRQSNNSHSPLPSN
p97 ATPase inh: human p97 ATPase inhibition. P55072. recombinant p97 ATPase, Kinase-Glo ATP luminescence, 3 h. inhibition, % at 8 µM. 220,000 compounds, 0.42% hits. AID 1481; in the data active = inhibition above about 15%;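 note: 0% = DMSO vehicle and 100% = wells lacking enzyme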
FXIIa inh 1536: inhibitors of human coagulation factor XIIa; P00748; purified FXIIa, Boc-QGR-AMC fluorogenic substrate, 2 h; inhibition, % at 5 µM; 220,000 compounds, 0.3% hits; AID 800; in the data active = inhibition above about 40%;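 note: 0% = enzyme with no compound and 100% = blank without enzyme; many of its hits are not listed in these tables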
thrombin 1536: blocks human thrombin protease activity; alpha-thrombin, Boc-VPR-AMC fluorogenic substrate cleavage; inhibition, % at 5 µM; 220,000 compounds, 0.26% hits; AID 1046;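 active = inhibition at or above 40%; inactive = inhibition below 40%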;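 note: 0% = enzyme with no compound and 100% = wells without enzyme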
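Test system: human alpha-thrombin protein / Dosing: one concentration per compound, 5 µM, with 0.2% DMSO / Medium: pH 7.5 Tris-saline with Tween 20 / Benchmarks: no-compound enzyme wells and no-enzyme blanks / Read-out basis: percent inhibition of thrombin substrate cleavage / Timing: reaction at room temperature / Measured by: fluorescence, ex 355 nm, em 460 nm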
FXIa inh: blocks human coagulation factor XIa protease activity; inhibition, % at 5 µM; purified FXIa, Boc-Glu-Ala-Arg-AMC fluorogenic substrate; 220,000 compounds, 0.14% hits; P03951;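 active = inhibition of at least 40%; inactive = inhibition below 40%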;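 note: fluorescence of freed AMC excited at 355 nm; 0% = enzyme without compound and 100% = no enzyme blank; many of its hits are not listed in these tables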
Furin inh: inhibitors of human furin | P09958 | purified furin, fluorogenic substrate cleavage | inhibition, % at 30 µM | 220,000 compounds, 0.061% hits | AID 463115; in the data active = inhibition above about 25%; note: inactives centre near -15
Wee1 stabilizer: human Wee1 degradation inhibition, primary screen; HeLa Luc-Wee1K328M stability, luciferase luminescence; 100% = proteasome inhibitor MG132 effect; P30291; reporter increase, % at 5 µM; 220,000 compounds, 1.2% hits;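 active = activation above the mean of all tested compounds plus 3 SD, set per screening run, cut at about 8.8% in these data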;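 note: cells exposed to compound for 20 h before luminescence read; 0% = DMSO alone and 100% = MG132 at 30 µM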
KLK5 inh: inhibitors of human kallikrein 5; recombinant hK5, fluorogenic AMC substrate cleavage; inhibition, % at 5 µM; 210,000 compounds, 0.59% hits; AID 873;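 active = inhibition of 40% or more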;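 note: 0% = enzyme controls without compound and 100% = no-enzyme blanks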
Cl transport mod: modulates chloride dependent transport by human KCC2; KCC2 cells, thallium flux FluoZin-2 fluorescence; B-score of Tl+ flux slope (higher = more flux/activation; lower = inhibition) at 10 µM; 190,000 compounds, 2.2% hits; AID 1456;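 active = thallium flux slope and its plate-corrected score both differing from the plate sample mean at a set confidence after two filtering rounds, in either direction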;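 note: slope of fluorescence scaled to starting intensity during 10 to 20 s after thallium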
* marks the source's active call; other numbers are inactive results; [ ] = dose if it differs, or a comment.

How did CC(C)NC(=O)C1CC(=O)N(C(C)c2ccccc2)C1 (stereo not drawn) do in these assays?
PERK inh: 1.1; p97 ATPase inh: 4.6; FXIIa inh 1536: 20.4; thrombin 1536: 1.8; FXIa inh: 11.3; Furin inh: -2.5[20 µM]; Wee1 stabilizer: -0.2; KLK5 inh: -0.6; Cl transport mod: 0.987

Results for Cn1c(CC(=O)Nc2ccc(Cl)c(Cl)c2)nnc1SCC(=O)Nc1nccs1 ?
PERK inh: 0.3; p97 ATPase inh: 3.8; FXIIa inh 1536: -2.2; thrombin 1536: -3.0; FXIa inh: -6.9; Furin inh: -18.0[20 µM]; Wee1 stabilizer: 4.9; KLK5 inh: -0.5; Cl transport mod: 1.02

What do the screens show for `Cc1cccc(NC(=S)NNC(=O)c2ccccc2Br)c1`?
PERK inh: -0.4; p97 ATPase inh: -6.6; FXIIa inh 1536: -1.8; thrombin 1536: -9.5; FXIa inh: -8.4; Furin inh: -11.2; Wee1 stabilizer: -1.5; KLK5 inh: -93.1; Cl transport mod: 3

What do the screens show for `O=C(Nc1nc(-c2ccc(Br)cc2)cs1)c1cccnc1`?
PERK inh: 1.6; p97 ATPase inh: 5.3; FXIIa inh 1536: 0.0; thrombin 1536: -7.1; FXIa inh: -4.0; Furin inh: -24.7; Wee1 stabilizer: 0.1; KLK5 inh: -3.2; Cl transport mod: -0.123

How did C=CCSC1=C(C#N)C(c2cc(Br)c(O)c(OC)c2)CC(=O)N1 (stereo not drawn) do in these assays?
PERK inh: 1.3; p97 ATPase inh: 3.4; FXIIa inh 1536: -6.3; thrombin 1536: -4.3; FXIa inh: -6.1; Furin inh: -21.8; Wee1 stabilizer: 7.0; KLK5 inh: 20.6; Cl transport mod: -0.665

Results for COc1ccc(/C(C)=N/Nc2ncc(Cl)cc2Cl)c(O)c1 ?
PERK inh: 0.5; p97 ATPase inh: -3.8; FXIIa inh 1536: 11.2; thrombin 1536: -7.8; FXIa inh: 4.3; Furin inh: -3.9; Wee1 stabilizer: -0.9; KLK5 inh: -20.9; Cl transport mod: 1.36

How did O=C(CC1SC(N2CCCCC2)=NC1=O)Nc1cccc(C(=O)O)c1 (stereo not drawn) do in these assays?
PERK inh: 0.2; p97 ATPase inh: -2.6; FXIIa inh 1536: -5.5; thrombin 1536: -4.5; FXIa inh: -10.2; Furin inh: -0.5; Wee1 stabilizer: -1.6; KLK5 inh: 4.8

How did N#Cc1nc(-c2cccc3ccccc23)oc1N1CCCCC1 do in these assays?
PERK inh: 1.4; p97 ATPase inh: 2.4; FXIIa inh 1536: -9.7; thrombin 1536: -9.9; FXIa inh: -11.9; Furin inh: -31.7; Wee1 stabilizer: -1.6; KLK5 inh: -7.9; Cl transport mod: 0.199

What do the screens show for `COc1ccc(N2CCN(C(=O)C34CCC(C)(C(=O)C3)C4(C)C)CC2)cc1` (stereo not drawn)?
PERK inh: 0.2; p97 ATPase inh: 2.0; FXIIa inh 1536: -3.2; thrombin 1536: -6.5; FXIa inh: -8.2; Furin inh: -7.0; Wee1 stabilizer: 1.2; KLK5 inh: -0.7; Cl transport mod: 0.13

What do the screens show for `COc1ccc(NC(=S)NC2CC3CCC(C2)N3Cc2ccco2)cc1` (stereo not drawn)?
PERK inh: 0.8; p97 ATPase inh: 7.6; FXIIa inh 1536: 0.8; thrombin 1536: -9.4; FXIa inh: -5.7; Furin inh: -28.1; Wee1 stabilizer: -2.7; KLK5 inh: -3.0; Cl transport mod: 1.04

What do the screens show for `COCCCn1c(SCc2ccccc2)nc2cc(OC)c(OC)cc2c1=N`?
PERK inh: -0.9; p97 ATPase inh: -2.9; FXIIa inh 1536: 16.6; thrombin 1536: 3.0; FXIa inh: 8.7; Furin inh: 0.2[20 µM]; Wee1 stabilizer: 0.2; KLK5 inh: -2.4; Cl transport mod: -0.803

What do the screens show for `CC(Oc1ccc(Cl)cc1)c1ccn[nH]1` (stereo not drawn)?
PERK inh: 1.4; p97 ATPase inh: 0.7; FXIIa inh 1536: 4.5; thrombin 1536: -4.0; FXIa inh: -6.7; Furin inh: -15.9; Wee1 stabilizer: -3.2; KLK5 inh: -10.9; Cl transport mod: 0.259

How did CC(C)OCCCNC(=S)NNC(=O)c1ccc(Cl)c(Cl)c1 do in these assays?
PERK inh: 2.1; p97 ATPase inh: 0.6; FXIIa inh 1536: 4.8; thrombin 1536: -2.3; FXIa inh: 0.0; Furin inh: -25.3; Wee1 stabilizer: 1.6; Cl transport mod: -0.0635

What do the screens show for `CCN(CC)C1CCCCC1NS(=O)(=O)c1ccc(Cl)cc1` (stereo not drawn)?
PERK inh: 0.9; p97 ATPase inh: 8.5; FXIIa inh 1536: 26.5; thrombin 1536: 3.5; FXIa inh: 18.6; Furin inh: -11.3; Wee1 stabilizer: 0.1; KLK5 inh: -13.4; Cl transport mod: 0.568

Results for CC(Nc1oc(-c2ccco2)nc1C#N)c1ccccc1 (stereo not drawn) ?
PERK inh: -0.3; p97 ATPase inh: -0.4; FXIIa inh 1536: 7.0; thrombin 1536: -1.7; FXIa inh: 3.6; Furin inh: -17.8; Wee1 stabilizer: 1.7; KLK5 inh: -13.1; Cl transport mod: -0.881

What do the screens show for `Cc1c(Cl)cccc1Nc1nc(N)nc(CSC(=S)N2CCOCC2)n1`?
PERK inh: 0.2; p97 ATPase inh: 0.9; FXIIa inh 1536: 11.4; thrombin 1536: -0.9; FXIa inh: -4.3; Furin inh: -11.2; Wee1 stabilizer: 6.5; KLK5 inh: -6.1; Cl transport mod: -0.724

How did Clc1ccc(-c2nc3cnccn3c2Nc2ccc3c(c2)OCO3)cc1 do in these assays?
PERK inh: -1.0; p97 ATPase inh: -9.0; FXIIa inh 1536: 12.3; thrombin 1536: 0.8; FXIa inh: 2.6; Furin inh: -5.3; Wee1 stabilizer: -0.6; KLK5 inh: -24.5; Cl transport mod: -0.706

Results for COC(=O)CCC(=O)OC1(C)C(=O)C=C2C=C(C3CC3)N(c3cccc(C#N)c3)C=C2C1=O (stereo not drawn) ?
FXIIa inh 1536: 6.6; thrombin 1536: -4.5; FXIa inh: 0.7; Furin inh: -17.4; KLK5 inh: 0.7; Cl transport mod: 0.0131

How did O=C(Nc1cccnc1)c1cc(-c2ccc(F)cc2)on1 do in these assays?
PERK inh: 0.4; p97 ATPase inh: -1.5; FXIIa inh 1536: -2.8; thrombin 1536: -1.4; FXIa inh: -323.3; Furin inh: -34.0; Wee1 stabilizer: -3.4; KLK5 inh: -23.8; Cl transport mod: -1.03

Results for O=C(Nc1cccc(Cl)c1)Nn1cnnc1 ?
PERK inh: 0.6; p97 ATPase inh: 2.8; FXIIa inh 1536: 1.6; thrombin 1536: -5.0; FXIa inh: -1.5; Furin inh: -14.0; Wee1 stabilizer: -0.9; KLK5 inh: 0.3; Cl transport mod: 0.169

How did CSc1ncc(C(=O)O)c(C)n1 do in these assays?
PERK inh: 1.0; p97 ATPase inh: 1.2; FXIIa inh 1536: 15.5; thrombin 1536: -0.3; FXIa inh: 3.7; Furin inh: -22.2[20 µM]; Wee1 stabilizer: 1.0; KLK5 inh: -8.3

Results for CC(=O)c1cccc(NC(=O)c2nc(-c3ccccc3)oc2C)c1 ?
PERK inh: 0.1; p97 ATPase inh: 0.6; FXIIa inh 1536: 8.5; thrombin 1536: -6.4; FXIa inh: -0.5; Furin inh: -10.4; Wee1 stabilizer: 3.6; KLK5 inh: 1.6; Cl transport mod: 0.201

How did S=C(NCC1CCCO1)n1nnc2ccccc21 (stereo not drawn) do in these assays?
PERK inh: -0.4; p97 ATPase inh: -6.6; Furin inh: -11.6; Wee1 stabilizer: -1.6

Results for COc1ccccc1/C=C/C=N/NC(=O)CCn1nnc2ccccc21 ?
PERK inh: -0.4; p97 ATPase inh: 4.1; FXIIa inh 1536: 9.6; thrombin 1536: 0.4; FXIa inh: 0.2; Furin inh: -19.2; Wee1 stabilizer: -2.0; KLK5 inh: -4.8; Cl transport mod: 0.315

How did O=S(=O)(Nc1cccc(-c2cn3cccnc3n2)c1)c1ccc(Cl)cc1 do in these assays?
PERK inh: -0.3; p97 ATPase inh: 5.3; FXIIa inh 1536: 1.8; thrombin 1536: -6.2; FXIa inh: 3.9; Furin inh: -44.0; Wee1 stabilizer: 0.9; KLK5 inh: -15.3; Cl transport mod: -1.66

How did CCOC(=O)N1CCC(Nc2c(NCCN3CCN(Cc4ccccc4)CC3)c(=O)c2=O)CC1 do in these assays?
PERK inh: 0.0; p97 ATPase inh: -1.3; FXIIa inh 1536: 7.1; thrombin 1536: -15.8; FXIa inh: -9.0; Furin inh: -19.5; Wee1 stabilizer: -1.0; KLK5 inh: -18.6; Cl transport mod: 0.0891

How did CCOC(=O)c1cnn2c(C)cc(-c3ccccc3)nc12 do in these assays?
PERK inh: -0.6; p97 ATPase inh: 0.9; FXIIa inh 1536: 7.8; thrombin 1536: -1.7; FXIa inh: -2.1; Furin inh: -28.3; Wee1 stabilizer: 1.4; KLK5 inh: -39.3

What do the screens show for `O=C(OCc1ccc(Cl)cc1Cl)c1cccnc1Cl`?
PERK inh: 1.4; p97 ATPase inh: -2.6; FXIIa inh 1536: 21.7; thrombin 1536: 1.0; FXIa inh: 6.9; Furin inh: -14.8[20 µM]; Wee1 stabilizer: -0.3; KLK5 inh: 2.6; Cl transport mod: -0.816

What do the screens show for `O=C(/C=C/c1ccccc1[N+](=O)[O-])N1CCN(c2ccccc2F)CC1`?
PERK inh: 0.7; p97 ATPase inh: -2.4; FXIIa inh 1536: 5.0; thrombin 1536: 4.6; FXIa inh: -0.4; Furin inh: -16.9; Wee1 stabilizer: -0.8; KLK5 inh: -3.2; Cl transport mod: -1.55

How did Cc1cc(C)cc(C(=O)N2CCC(C(N)=O)CC2)c1 do in these assays?
PERK inh: 0.6; p97 ATPase inh: -2.8; FXIIa inh 1536: 30.2; thrombin 1536: -4.7; FXIa inh: 6.8; Furin inh: -22.0[20 µM]; Wee1 stabilizer: 4.0; KLK5 inh: 13.2

Results for O=c1[nH]ncc(N2CCN(C(c3ccccc3)c3ccccc3)CC2)c1Cl ?
PERK inh: -0.2; p97 ATPase inh: -3.8; FXIIa inh 1536: 8.1; thrombin 1536: -1.2; FXIa inh: 7.9; Furin inh: -7.9; Wee1 stabilizer: -1.7; KLK5 inh: -14.7; Cl transport mod: -0.224

Results for COc1ccc(Cn2c(C)nc3c(c(=O)c4ccccc4n3C)c2=O)cc1 ?
PERK inh: -2.7; p97 ATPase inh: -1.0; FXIIa inh 1536: 18.2; thrombin 1536: 1.8; FXIa inh: 12.8; Furin inh: 5.7; Wee1 stabilizer: -0.1; KLK5 inh: 1.0; Cl transport mod: 0.00874
